# High-throughput results as filed in PubChem BioAssay.
# Nrf2 ARE act: activates Nrf2 signaling; AREc32 ARE-luciferase reporter (MCF7-derived line), luminescence, 24 h; 410,000 compounds, 0.31% hits; Potency, µM (top dose mostly 46.1 µM), inactives show at the top dose activation, usual class: activators; further: potency means the concentration at half of the fitted maximal effect; % of control where 0% means no effect; nearly all actives have a fitted effect of over 65% in size
#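 Steps: seed AREc32_Fluc cells (1000/well, 5% FBS OPTI-MEM); incubate overnight at 37 deg C; add 23 nL compound; incubate 24 hr; add Steady-Glo; hold 30 min RT; read luminescence.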
# Mm-Cpn inhibitor: blocks the Methanococcus maripaludis chaperonin Mm-Cpn. purified Mm-Cpn ATPase, ADP Transcreener TR-FRET. Potency, µM (series often up to 76.9 µM), for inactives: at the highest dose activity, negative = inhibition, hits mostly inhibitors. 330,000 compounds, 0.031% hits. AID 504842; further: potency means the concentration at half of the fitted maximal effect; on the % scale 0 is the no-effect control and ±100 the full control effect; nearly all actives have a fitted effect of over 80% in size
#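 Reaction buffer contained 30 mM Tris pH 7.4, 100 mM KCl, 5 mM MgCl2 and 1 mM DTT. Mm-CPN (25 nM final) hydrolysed 10 uM ATP over 30 min at 37°C; ADP was read by HTRF.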
# pAkt inh: inhibitors of Akt phosphorylation; Neuro2A IGF-stimulated pAkt S473 HTRF, 20 min; stronger effect = lower value; activity change, % for hits at 50 µM; 360,000 compounds, 0.32% hits; AID 651550; in the data active means activity change below about -80%; inconclusive means mostly about -51% to -80%; further: on the % scale 0 is the no-effect control and ±100 the full control effect
#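 Single-point screen (50 µM final compound) in Neuro2A cells stimulated 20 min with 6 nM IGF at 37 deg C. After lysis, Ser473-phosphorylated Akt read by HTRF (ex 330 nm, em 615/665 nm) as the 665/615 ratio.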
# CCT modulator: modulators of cytosolic chaperonin (CCT/TRiC) activity | activity change, % (no concentration beside the values), hits read low | purified chaperonin ATPase assay, HTRF ADP detection, 30 min | AID 651819 | 360,000 compounds, 0.3% hits; in the data active means activity change below about -30%; further: on the % scale 0 is the no-effect control and ±100 the full control effect
#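 ATPase activity: ADP formed was measured by HTRF Transcreener (665/615 nm ratio) after 30 min at 37 deg C with 10 uM ATP. Compounds screened at one 76 uM concentration against 40 or 20 nM TRiC in Tris pH 7.4/KCl/MgCl2/DTT buffer.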
# ATXN viability: viability counter-screen for ATXN expression inhibitors. S2 cells (HEK-293 line with an ATXN2-luciferase reporter) viability, CellTiter-Fluor protease fluorescence, 24 h. Potency, µM (top dose mostly 56.7 µM), usual class: cytotoxic. 400,000 compounds, 0.49% hits. AID 651635; further: potency means the concentration at half of the fitted maximal effect; nearly all actives have a fitted effect of over 40% in size
# A549 tox: kills or reduces viability of A549 cells in Nrf2 counter-screen; A549 ARE-Fluc cells, CellTiter-Fluor viability, 18-24 h; Potency, µM (top dose mostly 46 µM), without a hit: top-dose activity change, negative = cytotoxicity, most hits filed as inhibitors; 390,000 compounds, 0.16% hits; further: potency means the concentration at half of the fitted maximal effect; on the % scale 0 is the no-effect control and ±100 the full control effect
#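 Cytotoxicity counterscreen: CellTiter-Fluor fluorescence was measured in A549 ARE_Fluc cells after 18-24 h of compound exposure in a concentration series. The subsequent BugLite luminescent read reports ARE-luciferase activity.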
# TGFb SMAD3 inh: blocks TGF-b signaling | HepG2 CAGA-GFP TGF-b/SMAD3 reporter, GFP fluorescence, 18 h; TGF-beta stimulated, 500 pg/mL final | Potency, µM (titrated, usually from 46.1 µM), inactives show top-dose activity, negative = inhibition, actives largely listed as inhibitors | 410,000 compounds, 1.2% hits | AID 588855; further: potency means the concentration at half of the fitted maximal effect; on the % scale 0 is the no-effect control and ±100 the full control effect; nearly all actives have a fitted effect of over 65% in size
#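 HEPG2 CAGA-GFP reporter cells (1000/well, DMEM with 1% FBS) received compounds, then recombinant TGF-beta at 500 pg/mL final for 18 hours at 37 degrees C. Per-cell GFP summed per well was normalised to unstimulated and stimulated DMSO controls before curve fitting.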
# Nrf2 block: blocks Nrf2 signaling | 360,000 compounds, 2.1% hits | Potency, µM (doses to about 46 µM), without a hit: top-dose activity change, negative = inhibition, most hits filed as inhibitors | AID 504444 | A549 ARE-Fluc reporter, luciferase luminescence, 18-24 h; further: potency means the concentration at half of the fitted maximal effect; on the % scale 0 is the no-effect control and ±100 the full control effect; nearly all actives have a fitted effect of over 60% in size
#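 A549 ARE_Fluc cells, 5000/well, 5% FBS OPTI-MEM; compounds in dose-response, 18-24 h at 37 °C/5% CO2; CellTiter-Fluor viability read (Ex 405/Em 525), then BugLite luciferase luminescence = Nrf2 activity.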
# HepG2 tox: HepG2 cytotoxicity, counter-screen for TGF-b inhibitors; HepG2 CAGA-GFP viability, ATP luminescence, 18 h; Potency, µM (titrated, usually from 46.1 µM), for inactives: at the top dose activity change, negative = cytotoxicity, hits mostly cytotoxic; 410,000 compounds, 0.76% hits; further: potency means the concentration at half of the fitted maximal effect; some results filed as inactive show a strong effect at the top dose
#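 CellTiter-Glo luminescence gave cytotoxicity after 18 hours at 37 degrees C. The cells were HepG2 CAGA-GFP in 1% FBS DMEM, stimulated with 500 pg/mL TGF-beta after compound addition. %Activity was normalised to no-cell wells (complete cell-killing) and DMSO (no toxicity), and curves were fitted and classified.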
# * = called active by the depositor; i = inactive; ? = inconclusive; nt = no result given; & = joins results of further samples; [ ] = remark or other dose. Unless noted, the call rests on the fitted dose curve; in most records, active means well fitted curve in the direction sought with a large enough effect; inconclusive means small, poorly fitted or top-dose-only effect, or another doubt; inactive means no such curve, though single readings can be large; an effect the other way counts as inactive or inconclusive.
mol,Nrf2 ARE act,Mm-Cpn inhibitor,pAkt inh,CCT modulator,ATXN viability,A549 tox,TGFb SMAD3 inh,Nrf2 block,HepG2 tox
COc1ccc(C2=NOC(C(=O)NCC(C)C)C2)cc1 (stereo unspecified),0.6%,-2%,nt,-0.1,i,6%,3%,nt,-8%
Cc1nc2ccccn2c1C(=O)NN,-0.4%[9.22 µM],1%,i,-1.6,i,6%,-5%,-13%,-2%
Cc1cc(S(=O)(=O)NCCCN2CCOCC2)ccc1F,0.3%,-5%,i,-0.9,i,-2%,8%,2%,4%
COc1cccc(-c2cc(C(=O)Nc3cccc(O)c3)no2)c1,-0.4%,2%,nt,-0.2,i,1%,-29%,nt,-49%
O=C(CN1C(=O)c2ccccc2C1=O)N1CCN(C(=O)c2ccco2)CC1,-0.5%,1%,i,-17,i,-1%,2%,15%,9%
O=C(C1CCN(S(=O)(=O)c2cccnc2)CC1)N1CCN(C2CCCC2)CC1,-0.1%,1%,i,-1.4,i,11%,6%,nt,-17%
CC(=O)c1cccc(NC(=O)c2ccc3c(Cl)c4c(nc3c2)CCCC4)c1,-0.8%,-3%,i,-1.9,i,1%,-6%,-4%,-18%
Cc1cc2nc(NCCCO)n(CC(=O)c3cc(C(C)(C)C)c(O)c(C(C)(C)C)c3)c2cc1C,1.0%,-7%,i,1.4,?,-2%,?,19%,-28%
O=C(CN(Cc1ccc(Br)cc1)S(=O)(=O)c1ccccc1)NCc1ccncc1,0.4%,2%,i,-1.2,i,8%,-1%,?,-28%
CCOc1cc(S(=O)(=O)NCc2ccccc2)ccc1F,0.4%,2%,i,-1.3,i,-6%,-1%,-11%,-6%
CC(Sc1nnc(Cc2cccs2)n1C1CCCCC1)C(N)=O (stereo unspecified),1.0%,0%,i,3.6,i,-8%,24%,nt,10%
COC(=O)[C@@H]1C[C@@H]2CC[C@@H](O)C[C@@H]2N1Cc1ccc(OC)cc1,-0.8%,2%,i,-1.1,i,1%,1%,-8%,2%
C=CCn1c(SCC(=O)C(C)(C)C)nnc1-c1cccs1,5.7%,0%,i,1.6,i,-7%,12%,19%,5%
CC1(C)CC(=O)N(c2ccccc2)C1(C)O (stereo unspecified),3.2%,-2%,i,1.8,i,-2%,16%,-2%,-3%
COc1ccccc1CCNC(=O)C(=O)NCC(c1ccco1)S(=O)(=O)c1ccc(F)cc1 (stereo unspecified),0.2%,nt,nt,nt,nt,-2%,26%,nt,-24%

# Full records, quoted from the list.
# COC(=O)[C@@H]1C[C@@H]2CC[C@@H](O)C[C@@H]2N1Cc1ccc(OC)cc1 across the screens: Nrf2 ARE act = -0.8%; Mm-Cpn inhibitor = 2%; pAkt inh = i; CCT modulator = -1.1; ATXN viability = i; A549 tox = 1%; TGFb SMAD3 inh = 1%; Nrf2 block = -8%; HepG2 tox = 2%
# COc1ccc(C2=NOC(C(=O)NCC(C)C)C2)cc1 (stereo unspecified) across the screens: Nrf2 ARE act = 0.6%; Mm-Cpn inhibitor = -2%; pAkt inh = nt; CCT modulator = -0.1; ATXN viability = i; A549 tox = 6%; TGFb SMAD3 inh = 3%; Nrf2 block = nt; HepG2 tox = -8%

# New compounds follow:
mol,Nrf2 ARE act,Mm-Cpn inhibitor,pAkt inh,CCT modulator,ATXN viability,A549 tox,TGFb SMAD3 inh,Nrf2 block,HepG2 tox
COc1ccc(C2OC(=O)C(C)(C)C(=O)C2(C)C)cc1OC (stereo unspecified),0.1%,-3%,i,-0.1,i,0%,-4%,14%,-33%
COc1ccc(CCNC(=O)COC(=O)c2cnccn2)cc1,-0.1%,-6%,i,-3.7,i,2%,4%,7%,-13%
CCCc1ccc(OCC(O)CN2CCN(c3ccccc3)CC2)cc1 (stereo unspecified),0.1%&-0.3%,-1%,i,-3.9&-4.4,i,-2%&2%,-2%&-2%,-12%&3%,-29%&-27%
CCn1c(=NC(=O)C2COc3ccccc3O2)sc2c(OC)ccc(OC)c21 (stereo unspecified),0.3%,-3%,i,-2.2,i,22%,1%,-1%,16%
Cc1csc(SCC(=O)Nc2sc3c(c2C#N)CCC3)n1,2.2%,1%,i,-2.1,i,-26%,9%,-22%,3%
Cc1cc(NS(=O)(=O)c2ccc(NC(=O)c3ccc(F)cc3)cc2)nc(C)n1,0.4%,1%,i,-1.4,i,7%,6%,-25%,1%
Cc1ccc(S(=O)(=O)N2CCC3CC2c2cc(Cl)ccc23)cc1 (stereo unspecified),-0.2%,nt,i,-9.7,i,-5%,24%,6%,8%
CCCc1nnc(N2C(=O)c3cccc4cccc(c34)C2=O)s1,7.9%,1%,i,-28,i,-18%,-17%,?,3%
C[C@@H]1CN([C@H](C)CO)C(=O)c2cc(Br)cnc2O[C@@H]1CN(C)C(=O)CC1CC1,-0.1%,nt,i,1.9,i,nt,-24%,nt,7%
COc1cc(NC(=O)C2CCC(CNc3c(N4CCCCC4)c(=O)c3=O)CC2)cc(OC)c1 (stereo unspecified),0.3%,-4%,i,0.9,i,2%,5%,3%,-18%
O=C(COC(=O)Cc1ccc(F)cc1)NCc1ccco1,-0.6%,1%,i,-5.5,i,-6%,-1%,7%,-18%
CC(C(=O)NC1C(=O)N2C(C(=O)O)=C(CSc3nnnn3C)CSC12)n1cc(Br)cn1 (stereo unspecified),0.3%,5%,i,-1.3,?,1%,-5%,9%,1%
O=C(CC1C(=O)Nc2ccccc2N1CC(=O)N1CCCC1)Nc1ccc(Br)cc1 (stereo unspecified),6.9%,-2%,i,0.5,i,-4%,-8%,-3%,-4%
COc1ccc(CN(C)C(=O)c2ccc3c(=O)n4c(nc3c2)CCC4)c(OC)c1,2.2%,-2%,i,1.6,i,-1%,?,4%,8%
CCCCn1c(-c2c(Cl)c(C)nn2C)n[nH]c1=S,-0.3%,0%,i,0.5,i,-13%,-4%,-4%,-1%

# Retrieved one by one from the list above (two):
mol,Nrf2 ARE act,Mm-Cpn inhibitor,pAkt inh,CCT modulator,ATXN viability,A549 tox,TGFb SMAD3 inh,Nrf2 block,HepG2 tox
CC(=O)c1cccc(NC(=O)c2ccc3c(Cl)c4c(nc3c2)CCCC4)c1,-0.8%,-3%,i,-1.9,i,1%,-6%,-4%,-18%
CC(Sc1nnc(Cc2cccs2)n1C1CCCCC1)C(N)=O (stereo unspecified),1.0%,0%,i,3.6,i,-8%,24%,nt,10%

# (next part)
mol,Nrf2 ARE act,Mm-Cpn inhibitor,pAkt inh,CCT modulator,ATXN viability,A549 tox,TGFb SMAD3 inh,Nrf2 block,HepG2 tox
Cc1cc(-n2nc3ccccc3n2)c(O)c([N+](=O)[O-])c1,3.0%,0%,i,-0.1,i,?,-4%,-13%,7%
O=C1NC(=O)C2(N1)C(=O)c1cccc3cccc2c13 (stereo unspecified),5.3%,nt,i,1.1,i,nt,89%[activator],nt,-28%
CC(c1nnc(SCC(=O)Nc2cc([N+](=O)[O-])ccc2F)n1Cc1ccccc1)N(C)C (stereo unspecified),4.8%,-7%,i,-0.5,?,-12%,-5%,-5%,-6%
COc1ccccc1Nc1ccc(S(=O)(=O)N2CCCCC2)cc1[N+](=O)[O-],0.2%,-2%,i,2.0,i,-25%,-13%,?,2%
CCOC(=O)Cn1c(C(C)=O)nc2ccccc21,-0.7%,-1%,i,-1.4,i,0%,-4%,9%,6%
C[C@H]1CN([C@@H](C)CO)C(=O)CCCn2cc(nn2)CO[C@@H]1CN(C)C(=O)c1ccncc1,0.4%,nt,i,2.7,i,nt,10%,nt,-1%
COc1ccc([C@H]2CC(=O)C=C(c3cccc(Cl)c3O)C2)cc1OC,5.7%,0%,i,0.9,i,-5%,?,9%,-3%
Cc1cccc(CN2C(=O)c3ccccc3Sc3ccc(C(=O)NCCc4ccccc4)cc32)c1,0.3%,nt,nt,nt,nt,1%,-9%,nt,-5%
Cc1ccccc1NC(=O)CN1C(=O)S/C(=C/c2cccnc2)C1=O,-0.9%,2%,i,1.4,i,1%,1%,12%,6%
CCCCn1c(SCC(=O)Nc2ccc3c(c2)CCC3)nc2ccccc2c1=O,0.5%,-2%,i,2.5,i,1%,-5%,-6%,-10%
COc1cc(S(=O)(=O)n2ccc(C)n2)c(OC)cc1Cl,-0.8%,-1%,i,-0.9,i,-4%[1.84 µM],-3%,0%,-1%
O=C(NCc1ccccc1Cl)c1ccc(CSc2nc3ccncc3[nH]2)cc1,-0.3%,1%,i,1.0,i,9%,-20%,6%,-3%
COc1ccccc1C(=O)N1CCN(C(=O)c2oc3ccc(C)cc3c2C)CC1,2.8%,-1%,i,0.1,i,-5%,9%,16%,12%
CCN(CC)C(=O)c1ccc2c(=O)n(CCOC)c(=S)[nH]c2c1,0.2%,1%,i,0.1,i,0%,4%,-10%,0%
CCOC(=O)N1CCN(C(=O)c2ccc(CS(=O)Cc3ccccc3Cl)o2)CC1 (stereo unspecified),-0.6%,2%,i,-1.7,i,0%,3%,-15%,3%
Cc1c(-c2ccccc2)n[nH]c1C(=O)NN,0.9%,2%,i,-10,i,-4%,20%,2%,1%
COc1ccc(NCc2nnc(SCC(=O)Nc3cc(C(F)(F)F)ccc3Cl)o2)cc1,0.5%,0%,i,0.0,i,-7%,0%,4%,-16%
O=C(CCc1ccc(S(=O)(=O)N2CCOCC2)cc1)N/N=C/c1ccc(O)c(O)c1O,-1.9%,-1%,i,-0.3,i,?,-10%,?,-15%
COc1ccc2[nH]c(=O)c(CN(CCCN(C)C)C(=O)Nc3ccccc3)cc2c1,-0.1%,-2%,i,-2.1,i,-21%,15%,0%,0%
